Compound activity from PubChem.
RGS7-Gao: modulates binding of RGS7 to human Galphao; P09471; Multiplexed bead flow cytometry; actives lie on both sides; binding response (% of control), % at 10 µM; 220,000 tested, 0.35% active; AID 1439; in the data active means binding response below about 49% or above about 150%; inconclusive means no clear call, values can overlap the other calls; inactive means in between;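 further: fluorescent Galphao held in activated GDP-AlF4 state binding bead-coupled RGS7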
RGS8-Gao reg: regulators of human RGS8-Galphao interaction. P09471. 220,000 tested, 0.34% active. response (percent of control binding), % at 10 µM. AID 1423. multiplexed bead flow cytometry, RGS8-Galphao binding; actives lie on both sides; in the data active means response below about 60% or above about 140%; inactive means in between;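 further: Galphao activated as the GDP aluminium fluoride complex binding bead-coupled RGS8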
Bim-Bcl-W: disrupts Bim peptide binding to human Bcl-W; Q92843; bead-based flow cytometry; inhibition, % at 10 µM; 190,000 tested, 0.02% active; AID 952;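 further: 0% = bound tracer without compound and 100% = peptide blocker; higher means less fluorescent Bim peptide bound to Bcl-W beads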
Mcl1-Bid inh: disrupts binding of human Mcl-1 to Bid peptide | TR-FRET Mcl-1/Bid-Dy647 peptide binding, 1536-well | Q07820 | 220,000 tested, 0.97% active | inhibition, % at 21.7 µM | AID 1021;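 active means compounds that cut the binding signal by more than half at the single screening dose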;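 further: His-tagged Mcl-1 with europium anti-His antibody binding Bid BH3 peptide; 0% = Mcl-1 plus peptide wells and 100% = peptide-only wells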
Target sequence (Q07820 whole entry, looked up): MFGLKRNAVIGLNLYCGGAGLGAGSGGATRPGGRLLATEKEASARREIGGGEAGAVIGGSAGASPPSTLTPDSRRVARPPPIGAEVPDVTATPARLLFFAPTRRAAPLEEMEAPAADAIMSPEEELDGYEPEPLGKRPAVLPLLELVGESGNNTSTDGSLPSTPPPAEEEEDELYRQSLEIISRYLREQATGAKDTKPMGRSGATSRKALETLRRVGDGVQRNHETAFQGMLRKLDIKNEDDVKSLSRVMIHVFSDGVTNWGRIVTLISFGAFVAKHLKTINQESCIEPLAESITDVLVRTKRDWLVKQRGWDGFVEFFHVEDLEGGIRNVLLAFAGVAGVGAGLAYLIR
RGS4-Gao reg: human RGS4-Galphao interaction regulation | Multiplexed bead flow cytometry, RGS4-Galphao binding; actives lie on both sides | binding response (% of control), % at 10 µM | 220,000 tested, 0.33% active | AID 1415; in the data active means binding response below about 49% or above about 150%; inactive means in between;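 further: fluorescent Galphao activated with aluminum fluoride binding bead-coupled RGS4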
Bfl-1 Bim block: disrupts Bim binding to human Bfl-1; Q16548; Bead-based flow cytometry, Bim-Bfl-1 binding inhibition; 190,000 tested, 0.12% active; inhibition, % at 10 µM;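 further: 0% = wells without compound plus tracer and 100% = blocker peptide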
Bim-Bcl-XL: disrupts Bim peptide binding to human Bcl-XL. 190,000 tested, 0.04% active. bead flow cytometry, fluorescence. inhibition, % at 10 µM. AID 1007. Q07817
Target sequence (Q07817 whole entry, looked up): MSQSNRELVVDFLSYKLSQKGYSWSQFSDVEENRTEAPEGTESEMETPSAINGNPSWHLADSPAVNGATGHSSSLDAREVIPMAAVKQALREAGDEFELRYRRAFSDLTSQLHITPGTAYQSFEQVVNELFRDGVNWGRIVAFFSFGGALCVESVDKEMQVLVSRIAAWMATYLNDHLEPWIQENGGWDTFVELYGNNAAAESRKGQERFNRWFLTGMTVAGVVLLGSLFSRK
Mcl-1 Bim block: disrupts Bim peptide binding to human Mcl-1 | inhibition, % at 10 µM | AID 1009 | Bead-based flow cytometry, Bim peptide-Mcl-1 binding | 190,000 tested, 0.1% active | Q07820;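 further: 0% = no compound tracer wells and 100% = peptide blocker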
GSH bead fluor: GSH bead compound fluorescence profile. fluorescence (KMESF) at 10 µM. 190,000 tested, 0.25% active. GSH beads flow cytometry, compound fluorescence 488/530 nm; active compounds read high; in the data active means fluorescence above about 89;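 further: glutathione beads carrying GST-tagged Bcl family fusion proteins plus one bare bead set; values are compound well signal with DMSO vehicle wells as background; inactives centre near 16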
Bcl-2 Bim block: disrupts Bim peptide binding to human Bcl-2. Bead-based flow cytometry, Bim peptide-Bcl-2 binding. inhibition, % at 10 µM. 190,000 tested, 0.06% active. AID 950; in the data active means inhibition above about 40%; inconclusive means no clear call, values can overlap the other calls;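 further: 0% = no compound wells with probe peptide and 100% = reference peptide inhibitor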
Target sequence (P10415 whole entry, looked up): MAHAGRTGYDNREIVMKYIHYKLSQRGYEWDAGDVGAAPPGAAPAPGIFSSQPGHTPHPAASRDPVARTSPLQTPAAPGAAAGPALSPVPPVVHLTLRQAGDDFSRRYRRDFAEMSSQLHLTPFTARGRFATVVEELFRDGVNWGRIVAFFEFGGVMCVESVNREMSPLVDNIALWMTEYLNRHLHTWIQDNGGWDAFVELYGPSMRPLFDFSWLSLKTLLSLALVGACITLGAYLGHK
Bcl-B Bim block: disrupts Bim peptide binding to human Bcl-B; AID 951; 190,000 tested, 0.073% active; inhibition, % at 10 µM; bead-based flow cytometry;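 further: 0% = tracer peptide without compound and 100% = reference inhibitor peptide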
Target sequence (Q9HD36 whole entry, looked up): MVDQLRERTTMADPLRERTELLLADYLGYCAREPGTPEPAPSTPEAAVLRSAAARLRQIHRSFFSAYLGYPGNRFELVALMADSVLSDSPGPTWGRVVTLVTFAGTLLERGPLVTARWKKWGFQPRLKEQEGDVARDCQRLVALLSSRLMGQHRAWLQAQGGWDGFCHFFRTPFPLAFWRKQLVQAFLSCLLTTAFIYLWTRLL
Numbers without * were called inactive; u = inconclusive; & = joins results of further samples; ! = not active in a repeat; [ ] = dose if it differs, or a comment. Unless noted, no stated cut-off is given here; in the data, active means inhibition above about 40%.

Bfl-1 Bim block,Bim-Bcl-W,Bcl-B Bim block,Bim-Bcl-XL,RGS4-Gao reg,RGS7-Gao,GSH bead fluor,Mcl-1 Bim block,Bcl-2 Bim block,Mcl1-Bid inh,RGS8-Gao reg,molecule
-13,0,-4,-3,102,98,25,0,-4,33,101,CC(=O)c1cc(C(=O)Nc2ccccc2C(=O)O)oc1C
-1,2,0,0,98,105,20,6,0,-10,100,CC(C)(C)OC(=O)NCCCC[C@@H](C(=O)N1CCN(C(=O)OC(C)(C)C)CC1)n1cc(CCC(=O)O)nn1
-10&-6,-2&-1,-9&-3,0&-5,99&99,100&96,33&23,-2&-3,-7&-2,54*!,102&101,COc1ccc(CCN(C)C(=O)C2CCCN(Cc3ccc(OC)c(OC)c3)C2)cc1OC (stereo not drawn)
-14,0,-7,-4,101,105,17,-2,-11,-17,101,COc1ccc(NC(=O)c2cc3c(=O)n(C)c4ccccc4c3n2C)cc1OC
-14,-2,-4,-3,101,99,25,0,-5,9,101,Cc1ccccc1NC(=O)c1ccc(C)c(S(=O)(=O)Nc2ccccn2)c1
-15,-3,-8,-5,102,100,26,-3,-5,-5,101,O=C(CN1C(=O)C2CC=CCC2C1=O)Nc1nnc(SCc2ccc(F)cc2)s1 (stereo not drawn)
-14,-3,-8,-6,98,101,11,-3,-12,-29,99,CCOC(=O)c1sc2nc(C)nc(SCC(=O)NC(C)CCc3ccccc3)c2c1C (stereo not drawn)
4,6,4,-10,99,100,42,-3,3,-8,98,COc1ccc2oc(C)c(C(N)=O)c2c1
-1,0,-1,0,92,96,15,-2,0,-30,98,Nc1cccc(C(=O)Nc2ccc(N)cc2Cl)c1
-4,-1,-5,0,81,82,13,0,0,12,90,CCN(CC)CCOc1ccc(/C(=C(/Cl)c2ccccc2)c2ccccc2)cc1
-7,-3,-6,-4,110,109,10,-6,-2,-22,106,CC(=O)Nc1ccc(S(=O)(=O)NNC(=O)COc2ccc(C)cc2)cc1
-5,-6,-4,-2,101,101,12,-4,-1,0,103,O=[N+]([O-])c1ccc(S(=O)(=O)N2CCN=C2SCc2cccnc2)cc1
-3,-3,-4,-4,101,99,15,-1,3,4,104,COc1cc(S(=O)(=O)N(Cc2ccccn2)Cc2ccccc2Cl)ccc1-n1cnnn1
-19,-1,-6,-4,103,102,23,-1,-10,-19,102,CC(C)CCNC(=O)Cc1ccccc1[N+](=O)[O-]
-9,-5,-7,-11,107,101,14,-7,-9,-17,102,C=CCNC(=O)c1cc(-c2ccccc2O)on1
-8,-2,-4,-7,102,103,15,-2,-6,1,101,CCCNC(=O)OCC12CC3CC(CC(C3)C1)C2
-15,-2,-14,-11,101,100,37,-4,-10,-29,101,O=Cc1cc2ccccc2nc1SCc1ccc(Cl)cc1
-2,4,1,3,103,101,19,0,0,6,104,O=C(Nc1nc(=O)n(C(=O)C2CC2)s1)c1ccccc1
-6,-3,-3,-4,100,101,12,0,-3,-40,99,CCOCC(=O)Nc1cc(C)on1
-3,-3,-2,1,96,100,35,-2,-1,27,94,O=C1CC(c2cccc(Br)c2)c2cc3c(cc2N1)CCC3 (stereo not drawn)
-17,-3,-11,-5,102,103,27,-4,-18,100*,102,CCc1nnc(NS(=O)(=O)c2ccc(NC(=S)NC(=O)/C=C/c3ccc(C(C)C)cc3)cc2)s1
0,-7,-12,-7,104,100,10,-3,-2,-76,102,CCOc1ccc(NC(=S)NN(C)C(=S)Nc2ccc(OCC)cc2)cc1
-4,-2,0,-1,97,100,18,2,-2,-2,102,C#CCOCCOCCOCCNc1nc(N2CCN(C(=O)C(Cc3ccc(O)cc3)n3cc(C(N)CC(C)C)nn3)CC2)nc(N2CCN(C(=O)C(Cc3ccc(O)cc3)n3cc(C(N)C(C)CC)nn3)CC2)n1 (stereo not drawn)
-10,2,-5,-8,99,101,39,-1,-8,-17,101,CCOC(=O)c1cc2sc(C)cc2n1CC(=O)N1CCc2ccccc21
-13,0,-7,-6,103,102,21,0,-11,0,102,CC(=O)C(CC(=O)N1CCCc2ccccc21)C(=O)Nc1ccc(F)cc1 (stereo not drawn)
-5,1,-1,0,100,95,11,3,0,-48,98,COc1ccc(CN2CCNC(=O)C2CC(=O)NCCSc2nccn2C)c(OC)c1 (stereo not drawn)
-1,-2,0,-3,101,102,16,-1,2,-26,101,O=c1cc(-c2ccccc2)nc(SCc2ccc(F)cc2)[nH]1
-3,-3,-8,-9,100,97,15,-2,-5,-18,99,Cn1cccc1Cc1nnc(SCC(=O)Nc2ccc3c(c2)OCO3)n1-c1ccc(F)cc1
7,0,1,0,103,u,18,0,3,-21,101,O=C(Nc1ccc(C(=O)N2CCCC2)cc1)c1ccccc1[N+](=O)[O-]
-4,2,-3,0,98,96,23,2,0,18,100,CCCCOC(=O)CSc1nc2c(cc1C#N)C(=O)CC(C)(C)C2

3 neighbouring compounds already listed, quoted:
Bfl-1 Bim block,Bim-Bcl-W,Bcl-B Bim block,Bim-Bcl-XL,RGS4-Gao reg,RGS7-Gao,GSH bead fluor,Mcl-1 Bim block,Bcl-2 Bim block,Mcl1-Bid inh,RGS8-Gao reg,molecule
-14,-3,-8,-6,98,101,11,-3,-12,-29,99,CCOC(=O)c1sc2nc(C)nc(SCC(=O)NC(C)CCc3ccccc3)c2c1C (stereo not drawn)
4,6,4,-10,99,100,42,-3,3,-8,98,COc1ccc2oc(C)c(C(N)=O)c2c1
-1,0,-1,0,92,96,15,-2,0,-30,98,Nc1cccc(C(=O)Nc2ccc(N)cc2Cl)c1

Remaining list, next part:
Bfl-1 Bim block,Bim-Bcl-W,Bcl-B Bim block,Bim-Bcl-XL,RGS4-Gao reg,RGS7-Gao,GSH bead fluor,Mcl-1 Bim block,Bcl-2 Bim block,Mcl1-Bid inh,RGS8-Gao reg,molecule
-5,0,-5,-3,101,u,15,-2,-3,-19,102,CC1CN(C(=O)Nc2ccc(F)cc2)C2(CCCCCC2)O1 (stereo not drawn)
2,0,-47,11,97,90,12,5,21,-20,95,Cc1cc(-c2cccs2)c2c(N)c(C(=O)c3ccc4c(c3)OCO4)sc2n1
-14,-1,-6,-12,93,93,34,-1,-11,-12,91,CONC(=O)C1CCN(C(=O)OCc2ccccc2)CC1
-14,-4,-11,-9,104,104,20,-6,-5,15,101,COc1cc(/C=N/NC(=O)COc2ccc(C)cc2)ccc1OC(=O)c1cccs1
-2,-2,-1,0,104,101,18,-1,-1,-7,101,O=C(/C=C/c1ccccc1)NCCSCc1ccccc1Cl
3,0,0,1,100,100,50,2,0,7,100,O=C(NNC(=O)C1CCCN(c2ncccn2)C1)c1ccncc1 (stereo not drawn)
1,0,-2,3,99,u,16,0,-1,-31,101,COc1ccccc1/C=C/C(=O)NCc1ccccn1
-3,-3,-2,-4,92,93,17,-4,0,-6,98,CCCCOC(=O)N1CCOCCOCCN(C(=O)OCCCC)CCOCCOCC1
-5,-6,-7,-6,102,100,16,-4,-5,-32,101,Cc1occc1C(=O)NNC(=S)NCC(C)C
-1,-2,0,-2,103,100,11,0,-1,-11,105,Cc1cnc(NC(=O)CCNC(=O)c2ccccc2Cl)s1
6,3,-3,-2,93,98,18,-3,-1,-56,97,CCOC(=O)C1(CC2CCCCO2)CCN(C(=O)Nc2ccccc2SC)CC1 (stereo not drawn)
-3,-1,-1,-1,98,102,25,0,-1,32,102,O=C(NC1CC1)C1CC(=O)N(C2CCCCC2)C1 (stereo not drawn)
-13,-9,-16,-10,102,103,12,-6,-11,-32,101,Cc1ccccc1N=CC=C1OC(C)(C)C(C)(C)O1
-15,2,-5,-3,105,107,33,1,-6,-18,103,Cc1ccc(S(=O)(=O)/N=C(\N)Nc2nc(C)c3cc(C)c(C)cc3n2)cc1
2,4,3,5,105,99,36,3,4,-52,99,O=C(O)C1Sc2[nH]c(=O)sc2C2c3cc(Cl)ccc3OC(=O)C12 (stereo not drawn)
-10,2,-4,-7,105,108,17,-2,-11,18,108,O=S(=O)(Nc1ncn[nH]1)c1ccc2ccccc2c1
-11,-3,-6,-1,102,109,21,0,-5,-49,118,Cc1cc2ccccn2c1C(=O)Nc1ccc(Cl)cc1
-2,-4,-4,-4,102,98,10,-3,-3,6,103,CC(Cc1cccs1)NC(=O)c1cccc(Cl)c1 (stereo not drawn)
-4,-3,-4,-7,99,103,8,12,-4,-20,99,CCn1c(SCC(=O)Nc2ncc(C(F)(F)F)cc2Cl)nnc1-c1cccc(C)c1
-11,2,-8,-9,99,101,45,-2,-7,7,99,CCOC(=O)c1sc(NC(=O)CSc2nccc(C)n2)c(C#N)c1C
-1,2,-1,0,103,100,23,2,3,-18,100,O=C(CN1CCOCC1)Nc1ccc2c(c1)OCO2
0,0,0,0,101,100,22,-2,1,-31,102,COc1cc2cc(CN(CCN3CCCC3)C(=O)Nc3ccc(F)cc3)c(=O)[nH]c2cc1OC
3,1,-1,0,96,101,26,0,4,-4,99,CSc1nnc(COc2ccc(C)cc2)n1N
-3,-9,-12,-16,102,98,20,-5,2,-42,88,O=C(N/C(=C/c1cccc(Br)c1)c1nc(=S)[nH][nH]1)c1ccccc1
0,0,-2,1,99,98,19,-2,-1,8,100,COC(=O)[C@@H]1CC[C@H](C)[C@@H](c2ccc(C)cc2)N1C(=O)c1ccc(/C=N/OC[C@@H](O)COCc2ccco2)cc1
-2,0,-4,2,153*[activator],130,33,0,-3,-6,153*[activator],CCN(CC)CCCNC(=O)C1c2cc(OC)c(OC)cc2C(=O)N(C)C1c1cccs1 (stereo not drawn)
5,0,-4,0,88,84,13,1,4,-63,86,COc1ccc(N=C2S/C(=C\c3cc(C)n(C)c3C)C(=O)N2CC(C)C)cc1
-3,0,0,0,100,98,13,0,0,-24,98,COc1cc(CC(=O)Nc2ccccc2N2CCOCC2)cc(OC)c1OC
-16,0,-8,-3,102,100,32,-2,-8,-11,101,O=C(NCCN1CCOCC1)c1nn2c(c1Cl)NC(c1ccccc1)CC2C(F)(F)F (stereo not drawn)
-15,0,-7,-5,97,98,26,-2,-12,29,101,CCC(=O)Nc1ccc(-c2cc(-c3ccccc3)nc(-c3ccc(NC(=O)CC)cc3)n2)cc1
-4,-3,-4,0,102,98,13,-4,-2,-7,100,O=C(CN1CCCCCC1)NCCN1C(=O)S/C(=C\c2ccccc2Cl)C1=O
8,1,0,0,98,96,10,0,0,-26,100,CCOC(=O)c1cc2c(=O)n3ccccc3nc2n(Cc2ccco2)c1=NC(=O)c1ccc(OC)cc1OC
-6,0,-4,-2,104,102,4,-2,-1,-18,105,O=S(=O)(NC1CCCCC1)c1ccc(-c2csnn2)s1
-6,0,-2,0,68,67,14,-1,-1,-11,98,COC(=O)c1cc(NC(=O)c2ccc(OC)cc2)c(=O)oc1C
-8,1,-6,2,98,104,24,2,-6,-9,100,CNc1nc(C)nc(-c2ccccc2O)n1
-5,-1,-1,0,97,98,9,1,-4,2,98,CC(C)OC(=O)/C(C#N)=C\c1cccnc1
14,0,-2,-1,101,101,26,-11,-3,-33,101,CC(=O)NC(c1ccccc1)c1cc([N+](=O)[O-])c2cccnc2c1O (stereo not drawn)
0,-2,-1,-3,99,97,16,1,-1,-11,100,Cc1nonc1NC(=O)N1CCCC1
43*,28,25,42*,93,95,2,32,29,-25,105,CC1Nc2ccccc2C(=O)N1NS(=O)(=O)c1ccccc1 (stereo not drawn)
-2,-3,-6,-6,102,102,19,-3,-4,-5,102,CCCC/C(C)=N/NC(=O)NC1CCCCC1
-3,-2,-6,-6,97,100,9,-4,-6,-53,100,CS(=O)(=O)N1CCN(c2ccc([N+](=O)[O-])c(NCc3ccccc3)c2)CC1
